GSK3 alpha inh – blocks human GSK-3 alpha kinase | P49840 | ADP-Glo luminescence, 60 min | inhibition, % at 10 µM | hit rate 0.1% among 320,000 | AID 2650;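 in the data active = inhibition above about 50%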;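 note: GST-tagged GSK-3 alpha with peptide substrate and 25 µM ATP; 0% = DMSO neutral wells and 100% = GW8510 positive control wells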
KCNQ1 pot – human KCNQ1 channel potentiation or activation. P51787. CHO-K1 KCNQ1, thallium flux FluxOR fluorescence; hits give high values. B-score at 10 µM. hit rate 0.35% among 310,000. AID 2648;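 active = fluorescence ratio B-score, a plate-corrected score, at least three library SD, with initial intensity B-score within 5 SD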
Target sequence (P51787 whole entry, looked up): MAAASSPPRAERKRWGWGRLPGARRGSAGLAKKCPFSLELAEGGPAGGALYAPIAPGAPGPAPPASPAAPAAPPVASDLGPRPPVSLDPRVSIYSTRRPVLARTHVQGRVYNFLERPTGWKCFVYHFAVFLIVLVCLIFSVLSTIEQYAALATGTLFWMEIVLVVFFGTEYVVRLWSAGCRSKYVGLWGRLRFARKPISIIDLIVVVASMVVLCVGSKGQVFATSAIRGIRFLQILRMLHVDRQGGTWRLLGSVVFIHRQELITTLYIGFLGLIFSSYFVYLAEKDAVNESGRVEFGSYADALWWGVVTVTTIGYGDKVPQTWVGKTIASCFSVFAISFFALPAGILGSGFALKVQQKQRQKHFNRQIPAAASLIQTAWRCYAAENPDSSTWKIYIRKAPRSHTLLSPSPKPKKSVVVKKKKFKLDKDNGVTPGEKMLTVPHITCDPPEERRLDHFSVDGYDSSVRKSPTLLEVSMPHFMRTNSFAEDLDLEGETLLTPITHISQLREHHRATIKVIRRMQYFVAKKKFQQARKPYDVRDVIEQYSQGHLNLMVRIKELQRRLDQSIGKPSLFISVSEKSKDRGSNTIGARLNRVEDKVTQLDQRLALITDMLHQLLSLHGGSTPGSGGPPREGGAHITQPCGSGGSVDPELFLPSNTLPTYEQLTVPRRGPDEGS
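Test system: CHO-K1 cells stably expressing KCNQ1 / Medium: assay buffer / Also added: depolarizing K+/Tl+ stimulus, K2SO4 and Tl2SO4 each 12.5 mM in 5x stock / Incubation: 90 min dye loading and 20 min compound exposure, both at room temperature / Signal: thallium influx via FluxOR fluorescence, kinetic imaging / Evaluation: B score of baseline-normalized fluorescence ratio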
Dyrk1A ADPGlo – Dyrk1A (rat) kinase inhibition; Q63470; ADP-Glo luminescence, NFATc1 peptide; inhibition, % at 12.5 µM; hit rate 0.43% among 310,000; in the data active = inhibition above about 50%;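 note: plate controls were vehicle with enzyme for no effect and no enzyme for full effect; many of its hits are not listed in these tables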
KCNK9 block – inhibitors of human KCNK9 two-pore domain potassium channel. B-score at 10 µM. Q9NPC2. hit rate 1.2% among 310,000. HEK293 KCNK9, FluxOR thallium flux fluorescence; hits give low values;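 active = ratio B-score over 3 SD below the library mean, with starting fluorescence within 5 SD of its mean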;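 note: negative B-score means less thallium flux so channel inhibition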
hERG rescue – hERG (human) protection from proarrhythmic block; CHO-hERG, FluxOR thallium flux, dofetilide IC70 present; activation (rescue from dofetilide block), less the hit threshold, % at 10 µM; hit rate 0.51% among 310,000;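 active = activation above the mean of controls blocked by dofetilide plus 5 SD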;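 note: thallium influx through hERG after potassium depolarization seen as dye fluorescence rise; in these data hits start at about 4.7%; inactives centre near -7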
RGS4 pot – RGS4 potentiation or activation; B-score at 10 µM; HEK293 M3R/inducible RGS4, carbachol calcium flux Fluo4; hits give low values; hit rate 0.92% among 310,000;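 active = B-score of the integrated calcium signal more than 4 SD below the library mean, with starting fluorescence not abnormally high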;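 note: negative B-score means reduced calcium response which marks RGS4 activation or potentiation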
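Assay system: Inducible-RGS4 HEK293 cells carrying M3 receptor | Schedule: Compound preincubation 20 min at room temperature before agonist | Signal: Kinetic calcium fluorescence imaging with Fluo4-AM dye, 2 µM | Read-out basis: B score from integrated fluorescence ratio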
RGS4 inh – human RGS4 inhibition | P49798 | HEK293 M3R/RGS4 inducible, Fluo-4 calcium flux; hits give high values; triggered by carbachol at its EC20 | B-score at 10 µM | hit rate 0.45% among 310,000 | AID 463165;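 active = B-score, a plate-corrected calcium signal, over three deviations above library mean, with baseline fluorescence within five deviations of library mean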;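 note: RGS4 expression induced by doxycycline in cells with stable M3 receptor; B-score is computed from the integrated fluorescence ratio over baseline after carbachol; higher B-score means a larger calcium signal and so more RGS4 inhibition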
Target sequence (P49798 whole entry, looked up): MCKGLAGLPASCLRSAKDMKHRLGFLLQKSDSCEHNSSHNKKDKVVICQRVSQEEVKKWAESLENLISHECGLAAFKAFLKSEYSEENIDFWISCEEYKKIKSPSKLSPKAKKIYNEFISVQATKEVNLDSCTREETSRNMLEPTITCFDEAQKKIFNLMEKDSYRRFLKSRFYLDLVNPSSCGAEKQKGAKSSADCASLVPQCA
KCNK3 inh – human KCNK3 channel inhibition, primary screen; O14649; CHO-KCNK3 thallium flux, FluxOR fluorescence; hits give low values; B-score at 10 µM; hit rate 0.84% among 340,000;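 active = B-score under library mean minus 4 SD, starting fluorescence ratio at most library mean plus 5 SD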;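 note: more negative B-score means stronger inhibition of thallium flux through KCNK3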
KCNQ1 block – blocks the human KCNQ1 potassium channel | hit rate 1.3% among 310,000 | CHO-K1 KCNQ1, FluxOR thallium flux fluorescence; hits give high values | P51787 | B-score at 10 µM;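 active = compounds whose thallium flux B-score, printed positive for inhibition, exceeds three library SD while starting fluorescence stays within three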;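 note: channel opened by potassium depolarization with thallium stimulus after 20 min compound exposure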
GSK3B inh – inhibitors of human GSK3beta kinase. P49841. GST-GSK3beta kinase, ADP-Glo luminescence, 60 min; hits give low values. activity score (negative = inhibition), % at 10 µM. hit rate 0.038% among 300,000. AID 2097;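 active = more than half of replicate wells score below -50%, meaning over 50% inhibition versus plate controls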;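 note: 0% = median DMSO wells and -100% = median GW8510 positive control wells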
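Assay system: GST-fused GSK3beta enzyme, cell-free / Medium: Tris pH 7.5 buffer with MgCl2, DTT, BSA, heparin / Also added: peptide substrate plus 25 µM ATP (final) / Compound: 10 µM single point / Timing: kinase reaction with compound 60 min at room temperature / Detection: ADP-Glo luminescence / Benchmarks: DMSO neutral wells and GW8510 at 20 µM as positive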
PolyA inh – inhibitors of polyadenylation in S. cerevisiae; S. cerevisiae SKY197-pL101 polyadenylation reporter, beta-gal luminescence; efflux-impaired pdr1/pdr3 knockout yeast; score 100 = 6 SD above DMSO; calls only at 12 µM; hit rate 0.02% among 300,000; AID 1875;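 active = lowest replicate activity score at least 50, where 100 means six control SD above control mean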;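 note: yeast exposed to compound for 9 h at 30 °C; higher score means more reporter readthrough which indicates perturbed polyadenylation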
* hit, by the source's call; i = inactive; / = no result given; & = joins results of further samples.

Values run as follows: KCNK9 block	RGS4 inh	KCNK3 inh	Dyrk1A ADPGlo	KCNQ1 pot	PolyA inh	GSK3B inh	GSK3 alpha inh	hERG rescue	RGS4 pot	KCNQ1 block
- Cc1ccc(CNC(=O)C2CCC(=O)N(C3CCCC3)C2)c(F)c1F (stereo not drawn)
    i	i	i	-7	i	i	2	-1	-8	i	i
- COc1nc(-c2ccccc2)ccc1-c1noc(COc2ccccc2)n1
    i	i	i	-1	i	i	1	-1	-13	i	i
- C=CCn1c(SCC(=O)/C(C#N)=C(\C)N)nc2sc(CC)cc2c1=O
    i	i	i	-3&-1	i	i	-2	0	-11	i	i
- O=C(Nc1ncccn1)c1ccc([N+](=O)[O-])cc1Cl
    i	i	i	-1	i	i	4	-1	-2	i	i
- CCN1CCN(c2ccc(S(=O)(=O)N3CCCCC3)cc2NC(=O)C(C)Oc2ccc(F)cc2)CC1 (stereo not drawn)
    i	i	i	8	i	i	-2	-1	-5	i	i
- CC(C)OCC(O)CS(=O)(=O)Cc1ccccc1 (stereo not drawn)
    i	i	i	-5	i	i	-1	-44	-12	i	i
- COc1cc(C(=O)N(C)CCOc2ccc(C)cc2)ccc1OC1CCN(C(C)=O)CC1
    i	i	i	0	i	i	1	1	-3	i	i
- CC(=O)c1c(C)oc2ccc(O)c(CN3CCOCC3)c12
    i	i	i	-1	i	i	-1	0	-8	i	i
- O=C(CCn1nnc(-c2cccs2)n1)NCc1ccccc1Cl
    i	i	i	1	i	i	-2	0	-4	i	i
- CN(CC(=O)NCc1ccccc1F)S(=O)(=O)c1ccc(Cl)cc1
    i	i	i	0	i	i	1	-1	-7	i	i
- CCN(CC)CCCn1c(C)cc2c(c1=O)C(c1ccccc1)C(C#N)=C(N)O2 (stereo not drawn)
    i	i	i	4	i	i	-3	/	0	i	i
- COc1ccc(COC(=O)c2cccc(S(=O)(=O)N3CCCC3)c2)cc1F
    i	i	i	-3	i	i	0	4	-9	i	i
- Cc1nnsc1S(=O)(=O)c1ccccc1
    i	i	i	0	i	/	3	1	-7	i	i
- O=C(NCCCn1ccnc1)Nc1ccc2c(c1)OCO2
    i	i	i	2	i	i	-3	5	-4	i	i
- Nc1nc(CN2CCN(c3ccccc3)CC2)nc(N2CCCc3ccccc32)n1
    i	i	i	2	i	i	-3	/	-8	i	i
- S=C(NNc1ccnc2cc(Cl)ccc12)Nc1ccccc1Cl
    i	i	i	6	i	i	1	-1	-16	i	8*
- CC(=O)c1c(C)[nH]c(C(=O)CSc2nc3ccccc3n2C)c1C
    i	i	i	-5	i	i	-8	-17	-5	i	i
- O=C(c1cc2ccccc2oc1=O)N(Cc1ccccc1)CC1CCCO1 (stereo not drawn)
    i	i	i	-4	i	i	4	-3	-5	i	i
- CCOC(=O)c1cnc2c(C)c(Cl)ccc2c1N1CCN(CC)CC1
    i	i	i	25	i	i	-1	6	-3	i	i
- Cn1cc2cc(NC(N)=S)ccc2n1
    i	i	i	-8	i	i	-2	-2	-1	i	i
- Cc1ccccc1C(=O)Nc1nnc(CC(=O)N/N=C/c2cn(Cc3ccccc3)c3ccccc23)s1
    i	i	i	-7	i	i	-1	-3	-9	i	i
- COc1ccc(OC)c(NC(=O)c2cccnc2)c1
    i	i	i	-1	i	i	-1	-4	-1	i	i
- CCCCC(=O)Nc1ccc(C(=O)NCCc2ccccc2)cc1
    i	i	i	5	i	i	3	-2	-6	i	i
- COc1cccc(NC(=O)CSc2nnc(-c3cccc(OC(C)C)c3)n2N)c1
    i	i	i	5	i	i	0	0	-11	i	i
- O=C(CO/N=C/c1ccccc1)Nc1c(F)c(F)c(F)c(F)c1F
    i	i	i	-3	i	i	-2	-3	-18	i	i
- Cc1ccccc1CCNC(=O)C1CCCN(c2cnccn2)C1 (stereo not drawn)
    i	i	i	3	i	i	0	/	-7	i	i
- Cc1ccc(CNC(=O)CN2C(=O)C3(OCCCO3)c3ccccc32)cc1
    i	i	i	-3	i	i	-4	-1	-9	i	i
- CN1CCN(c2ccccc2NS(=O)(=O)c2ccc3c(c2)CCN3C(=O)C2CCC2)CC1
    i	i	/	/	i	i	0	-3	-10	-9.8*	i
- C/C=C/C=C/C(=O)N1CC[C@]23c4ccccc4N[C@H]4N(C)c5cccc6c5[C@]42CCN([C@H]6C2OC2(C)C)[C@H]13 (stereo partly drawn)
    i	i	i	4	i	i	1	4	-6	i	i
- O=C(CN(Cc1cccs1)C(=O)CNS(=O)(=O)c1ccc(F)cc1)NCc1ccco1
    i	i	i	-2	i	i	-3	-2	-5	i	i
- CN(CCOc1ccccc1)C(=O)CCc1c[nH]c2ccccc12
    i	i	i	-2	i	i	0	-7	-7	i	i
- O=C(NC1CCS(=O)(=O)C1)c1cccc(S(=O)(=O)N2CCCCCC2)c1 (stereo not drawn)
    i	i	i	-6	i	i	1	0	-9	i	i
- COc1ccc(CNC(=O)COC(=O)CN2C(=O)COc3ccccc32)cc1
    i	i	i	-5	i	i	-2	1	-9	i	i
- CCOc1cc2c3c(c1)C1(C(=O)N3C(C)(C)CC2C)C(C#N)=C(N)N2C(=C1C#N)Nc1ccccc12 (stereo not drawn)
    i	i	i	-4	i	i	-1	0	-9	i	i
- CCN1C(=O)[C@H]2[C@@H](c3ccc(-c4ccc(Cl)c(Cl)c4)c(OC)c3)N[C@@](C)(C(=O)OC)[C@H]2C1=O
    i	i	i	3	i	i	-2	0	-13	i	i
- CC(NC(=S)NCCc1ccccc1)C(c1cccs1)N1CCN(Cc2ccccc2)CC1 (stereo not drawn)
    i	i	i	-4	i	i	3	-3	-12	i	6*
- CCCCNC(=O)CSc1nc2ccsc2c(=O)n1C1CCN(C(=O)OCC)CC1
    i	i	i	0	i	i	0	-3	-5	i	i
- CCOC(=O)Cc1csc(NC(=O)/C=C/c2ccc(OC)cc2)n1
    i	i	i	9	i	i	-2	-2	-10	i	i
- O=C(/C(=C/O)N=Nc1ccccc1)c1ccncc1
    -7.6*	i	i	43	i	i	-2	1	-8	i	i
- O=C(c1ccc([N+](=O)[O-])cc1)N1CCSC1c1ccccc1 (stereo not drawn)
    i	i	i	-9	i	i	1	3	-13	i	i
- CCOC(=O)N1CCN(C(=O)c2ccc3nc(N4CCCCC4)sc3c2)CC1
    i	i	i	2	i	i	2	-4	-1	i	i
- Oc1ccccc1-c1nc(/C=C/c2ccccc2)nn1-c1ccccc1
    i	i	i	2	i	i	3	1	-12	i	i
- Cc1ccc(-c2nc3ccccc3c(=O)n2NC(=S)N(C)C)cc1
    i	i	i	-2	i	i	0	-4	-3	i	i
- O=C(Nc1ccc(C(=O)N2CCN(c3ccc(Cl)cc3)CC2)cc1)C1=CSCCO1
    i	i	i	3	i	i	-1	-2	-8	i	i
- COc1ccccc1C(=O)NCCC(=O)N1CCN(C(C)=O)CC1
    i	i	i	2	i	i	2	-1	-13	i	i
- O=C(O)c1nn(CC(=O)N(C2CCCCC2)C2CCCCC2)c(=O)c2ccccc12
    i	i	i	4	i	i	-1	-2	-4	i	i
- CC1=NN(C(=S)Nc2ccccc2)C(C)(C)C1
    i	i	i	0	i	i	0	0	-6	i	i
- CC(OC(=O)C1CCN(S(=O)(=O)c2ccc(C(C)(C)C)cc2)CC1)C(=O)N1CCOCC1 (stereo not drawn)
    i	i	i	-1	i	i	5	-3	-7	i	i
- O=C(CN1C(=O)CSc2ccc(S(=O)(=O)N3CCOCC3)cc21)N1CCCCC1
    i	i	i	0	i	i	0	0	-3	i	i
- Cc1ncccc1C(=O)N1CCCC(CCC(=O)N2CCN(c3ccccn3)CC2)C1 (stereo not drawn)
    i	i	i	/	i	i	-1	1	-3	i	i
- Cc1ccc(/C=N/Nc2nc(C(C)(C)C)cs2)o1
    i	i	i	0	18*	i	1	-1	10*	i	i
- CCOC(=O)C1CCCCN1Cc1ccc(F)cc1 (stereo not drawn)
    i	i	i	-5	i	i	3	-3	0	i	i
- Cc1ccc(NC(=O)C2CC(=O)N(Cc3ccccc3)C2)nc1 (stereo not drawn)
    i	i	i	/	i	i	-1	3	-16	i	i
- CCCCn1nnnc1NCc1cccs1
    i	i	i	-5	i	i	3	-1	-1	i	i
- O=C1CC(c2ccc(S(=O)(=O)NCc3ccccc3)cc2)CN1 (stereo not drawn)
    i	i	i	11	i	i	0	0	-11	i	i
- O=C(COC(=O)CNS(=O)(=O)c1ccccc1)Nc1ccc(Cl)cn1
    i	i	i	14	i	i	-3	6	-9	i	i
- Cc1cc(C)cc(NC(=S)N2CCN(c3ncc(C(F)(F)F)cc3Cl)CC2)c1
    i	i	i	-1	i	i	-4	-3	-8	i	i
- CC(C(=O)NCc1ccc(Cl)cc1)n1cccc1C(=O)c1ccccc1 (stereo not drawn)
    i	i	i	1	i	i	-2	-1	-2	i	i
- CC(=O)N1CCc2cc3nc(C)cc(C)c3cc21
    i	i	i	9	i	i	1	0	-9	i	i
- S=C(NCCc1ccc(Cl)cc1)NC1CCCC1
    i	i	i	-2	i	i	1	-2	-11	i	i
- CCOC(=O)C1CCN(C(=O)CSc2ccc(Cl)cc2)CC1
    i	i	i	17	i	i	5	2	-3	i	i

Only part of the results is shown; the hit share may differ from the screen's.
